Screening results (PubChem)
NALP3 yeast inh = NALP3 inflammasome inhibitors in reconstituted yeast, primary screen, luminescence, uHTS. Yeast reconstituted NLRP3/ASC/caspase-1, beta-gal luminescence, 24 h. inhibition, % at 10 µM. hit rate 0.39% among 330,000;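 active = inhibition of 50% or more; inactive = inhibition below 50%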;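 note: plate controls were induced DMSO wells for no effect and uninduced yeast grown without galactose for full effect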
mIAP block = inhibitors of mouse IAP, primary screen, biochemical, luminescence, uHTS | intestinal alkaline phosphatase [Mus musculus] | purified mouse IAP, CDP-Star luminescence, 30 min | inhibition, % at 10 µM | hit rate 0.2% among 330,000;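 active = inhibition of at least 40% at 10 µM in the primary screen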;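 note: plate controls were DMSO with enzyme for no effect and no enzyme wells for full effect; values of inactives mirror those of a sister screen read the other way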
MIN6 prolif = inducers of MIN6 beta-cell proliferation, primary screen, ATP luminescence, uHTS; MIN6 cells proliferation, ATPlite luminescence, 48 h; cells starved in 0.2% serum; 100% = growth in 10% serum; proliferation, % at 10 µM; hit rate 0.29% among 330,000;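 active = compounds whose signal lies at least 3.5 SD above the mean of all wells on their plate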;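 note: 0% = DMSO-treated cells in low-serum medium and 100% = 10% serum control; some compounds called inactive have numbers as strong as hits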
A3A deaminase = APOBEC3A ssDNA deaminase inhibitors, primary screen, selectivity assay for APOBEC3G inhibitor project, biochemical, FAM/TAMRA oligo cleavage fluorescence. DNA dC->dU-editing enzyme APOBEC-3A (Homo sapiens), P31941. recombinant A3A, FAM/TAMRA ssDNA deamination fluorescence. inhibition, % at 20 µM. hit rate 0.41% among 330,000. AID 493011, 2011;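 active = at least 40% inhibition at 20 µM here, with at most 30% in a related deaminase screen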;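 note: plate controls were A3A with DMSO for no effect and wells lacking A3A enzyme for full effect; some results filed as inactive read as strong as hits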
Target sequence (P31941 whole entry, looked up): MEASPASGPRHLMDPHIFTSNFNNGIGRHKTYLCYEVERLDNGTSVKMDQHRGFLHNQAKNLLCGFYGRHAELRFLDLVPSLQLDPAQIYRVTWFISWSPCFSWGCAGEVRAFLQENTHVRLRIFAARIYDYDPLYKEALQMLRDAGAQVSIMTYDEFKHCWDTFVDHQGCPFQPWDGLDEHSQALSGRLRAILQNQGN
mIAP activ = activators of mouse IAP, primary screen, biochemical, luminescence, uHTS | intestinal alkaline phosphatase [Mus musculus] | muIAP, CDP-Star luminescence, 30 min; active compounds read high; 1 = vehicle-only enzyme signal, 0 = enzyme-free wells | activation factor at 10 µM | hit rate 0.24% among 330,000;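 active = activation factor of at least 2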; note: the source names both 10 and 20 µM as test concentration; values of inactives mirror those of a sister screen read the other way
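also added = chemiluminescent substrate CDP-Star | test system = mouse IAP enzyme | signal = chemiluminescence readout | compound = DMSO-dissolved test compounds | incubation = 30 min at room temperature | benchmarks = DMSO wells, no-enzyme wells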
hIAP inh = human IAP inhibitors, primary screen, biochemical, luminescence, uHTS | Intestinal-type alkaline phosphatase (Homo sapiens), P09923 | purified IAP, CDP-Star luminescence, 30 min | inhibition, % at 10 µM | hit rate 0.12% among 330,000 | AID 2544, 2010;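 active = inhibition reaching a set limit with compound at 10 µM in the primary screen, cut at about 35% in these data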;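 note: plate controls were DMSO wells with enzyme for no effect and no-enzyme buffer wells for full effect; values of inactives mirror those of a sister screen read the other way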
hIAP activ = human IAP activators, primary screen, biochemical, luminescence, uHTS | Intestinal-type alkaline phosphatase (Homo sapiens), P09923 | purified human IAP, CDP-Star luminescence, 30 min; active compounds read high; 1 = vehicle-only enzyme, 0 = enzyme-free background | activation factor at 10 µM | hit rate 0.16% among 330,000 | AID 2524, 2010;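 active = activation factor of the enzyme at least 2-fold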; note: the source names both 10 and 20 µM as test concentration; values of inactives mirror those of a sister screen read the other way
A3G deaminase = APOBEC3G DNA deaminase inhibitors, primary screen, biochemical, fluorescence, single-stranded DNA substrate, uHTS; inhibition, % at 20 µM; AID 493012, 2011; recombinant A3G, ssDNA deamination FAM/TAMRA fluorescence; hit rate 0.28% among 330,000; DNA dC->dU-editing enzyme APOBEC-3G (Homo sapiens), Q9HC16;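 active = inhibition of at least 40% at 20 µM, with no more than 30% in the related APOBEC3A deaminase screen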;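 note: plate controls were DMSO wells with A3G for no effect and wells lacking A3G enzyme for full effect; some compounds called inactive have numbers as strong as hits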
Target sequence (Q9HC16 whole entry, looked up): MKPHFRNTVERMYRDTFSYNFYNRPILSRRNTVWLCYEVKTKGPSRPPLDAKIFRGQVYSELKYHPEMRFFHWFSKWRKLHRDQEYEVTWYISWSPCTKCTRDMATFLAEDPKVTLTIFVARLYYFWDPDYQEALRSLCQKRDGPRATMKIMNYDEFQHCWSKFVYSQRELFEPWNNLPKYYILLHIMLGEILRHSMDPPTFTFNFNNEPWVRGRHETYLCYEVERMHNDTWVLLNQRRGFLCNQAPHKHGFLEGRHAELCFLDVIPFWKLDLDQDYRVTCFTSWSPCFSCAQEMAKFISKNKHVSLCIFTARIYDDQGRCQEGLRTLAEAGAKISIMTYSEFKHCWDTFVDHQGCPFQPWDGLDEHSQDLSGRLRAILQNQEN
SENP1 FRET inh = human SENP1 catalytic domain inhibitors, primary screen, biochemical, FRET, uHTS. hit rate 0.21% among 360,000. recombinant SENP1 catalytic domain, CyPet-SUMO1-YPet FRET cleavage. inhibition, % at 10 µM;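 active = inhibition at least 30% at 10 µM, raw YFP signal under a set limit, fluorescence ratio 0.5 to 1.5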;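 note: 0% = enzyme with DMSO and 100% = no enzyme wells; some results filed as inactive read as strong as hits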
Target sequence (Q9P0U3 419-644 limits assumed): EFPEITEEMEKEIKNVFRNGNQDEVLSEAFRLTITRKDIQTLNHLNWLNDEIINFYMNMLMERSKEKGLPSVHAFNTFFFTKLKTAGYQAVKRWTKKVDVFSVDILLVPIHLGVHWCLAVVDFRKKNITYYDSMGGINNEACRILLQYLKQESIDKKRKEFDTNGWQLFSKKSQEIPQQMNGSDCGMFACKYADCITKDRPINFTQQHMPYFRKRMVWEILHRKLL
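System: Recombinant human SENP1 catalytic domain, His6-tagged | Incubation: Enzyme reaction for 50 min at room temperature, dark | Medium: Tris pH 8 with BME, BSA, NP40 and catalase | Also added: 25 nM SUMO1 FRET substrate | Compound: 10 µM single point, 0.5% DMSO | Measured by: FRET fluorescence in CFP and YFP emission channels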
* hit, by the source's call. A portion of the library; rates above refer to the full screens.

SMILES	NALP3 yeast inh	mIAP block	MIN6 prolif	A3A deaminase	mIAP activ	hIAP inh	hIAP activ	A3G deaminase	SENP1 FRET inh
O=c1[nH]c(C2CCN(S(=O)(=O)c3cccc(C(F)(F)F)c3)CC2)nc2c1nnn2Cc1cccc(F)c1	23.6	19.6	-6.1	0.6	0.804	13.5	0.865	-9.4	-3.6
Cc1nn(Cc2c(F)c(F)c(F)c(F)c2F)c(C)c1NC(=O)c1ccc(COc2cc(Cl)ccc2Cl)cc1	6.9	-13.3	-2.7	-0.5	1.13	8.8	0.912	-3.4	0.6
CCCn1nc(NS(C)(=O)=O)c2cc3cccc(C)c3nc21	19.3	-8.2	1.3	-8.4	1.08	-4.9	1.05	-6.6	-67.6
Cc1ccc(C)c(S(=O)(=O)Nc2cccc(-n3cnnn3)c2)c1	2.1	-2.4	-3.5	-6.4	1.02	-17.4	1.17	-5.2	1.3
CC(=O)OCC1=C(C(=O)O)N2C(=O)[C@@H](NC(=O)Cc3cccs3)[C@H]2SC1	-1.4	24.9	-0.9	27.6	0.751	-14.0	1.14	19.5	-49.8
O=C(CCc1nc2ccccc2c(=O)[nH]1)N1CCN(S(=O)(=O)c2cccc([N+](=O)[O-])c2)CC1	-2.2	-0.7	-0.8	1.7	1.01	-9.2	1.09	-1.8	-2.5
COc1ccc(/C(O)=C2/C(=O)C(=O)N(CCN(C)C)C2c2cccnc2)cc1OC (stereo not given)	23.5	-0.5	-0.7	-5.0	1	-12.4	1.12	4.5	0.6
COc1ccc(-n2c(Cn3nnc4ccccc43)n[nH]c2=S)cc1	32.7	-4.8	0.0	5.2	1.05	7.1	0.929	-4.0	4.3
CC(=O)N/C(N)=N/c1nc(=O)c2ccccc2s1	8.7	2.9	-3.3	1.9	0.971	-17.4	1.17	-4.1	1.5
COc1cccc(C(CC(=O)NCCN2CCOCC2)NS(=O)(=O)c2ccc(C)cc2)c1OC (stereo not given)	18.7	7.1	-1.2	1.5	0.929	1.5	0.985	1.6	4.5

Brought forward from above: 5 entries; new compounds follow.
SMILES	NALP3 yeast inh	mIAP block	MIN6 prolif	A3A deaminase	mIAP activ	hIAP inh	hIAP activ	A3G deaminase	SENP1 FRET inh
O=C(CCc1nc2ccccc2c(=O)[nH]1)N1CCN(S(=O)(=O)c2cccc([N+](=O)[O-])c2)CC1	-2.2	-0.7	-0.8	1.7	1.01	-9.2	1.09	-1.8	-2.5
COc1ccc(/C(O)=C2/C(=O)C(=O)N(CCN(C)C)C2c2cccnc2)cc1OC (stereo not given)	23.5	-0.5	-0.7	-5.0	1	-12.4	1.12	4.5	0.6
COc1ccc(-n2c(Cn3nnc4ccccc43)n[nH]c2=S)cc1	32.7	-4.8	0.0	5.2	1.05	7.1	0.929	-4.0	4.3
CC(=O)N/C(N)=N/c1nc(=O)c2ccccc2s1	8.7	2.9	-3.3	1.9	0.971	-17.4	1.17	-4.1	1.5
COc1cccc(C(CC(=O)NCCN2CCOCC2)NS(=O)(=O)c2ccc(C)cc2)c1OC (stereo not given)	18.7	7.1	-1.2	1.5	0.929	1.5	0.985	1.6	4.5
CC(C)NC(=O)NC(=O)COC(=O)c1ccccc1Oc1ccccc1	19.7	4.2	0.0	-0.7	0.958	17.9	0.821	1.4	-0.1
O=C(C1CC(c2ccc(F)cc2)=NO1)N1CCCc2ccccc21 (stereo not given)	12.9	0.5	0.2	-5.6	0.995	6.6	0.934	-9.5	-0.4
CC(C)CC(NC(=O)C1CCC(C)CC1)C(=O)NCc1ccco1 (stereo not given)	6.6	1.5	0.0	0.4	0.985	8.1	0.919	-3.3	1.8
Cc1cc(NC(=O)CSc2nnc(-c3ccccc3F)n2N)no1	17.1	2.0	-1.1	5.0	0.98	-6.7	1.07	13.0	2.1
O=C(CSCSCC(=O)NCC1CCCO1)NCC1CCCO1 (stereo not given)	5.9	6.8	-2.9	0.2	0.932	8.2	0.918	13.1	0.7
CCCCNCCCOc1cccc(Cl)c1	15.1	-2.6	-2.3	3.0	1.03	19.0	0.81	-4.8	1.7
CC(=O)c1nnn(-c2ccc(Cl)cc2C#N)c1C	4.5	1.2	-2.3	-0.4	0.988	10.3	0.897	-3.4	3.3
COc1cc(Br)c(C(C)NC(=O)c2ccccc2)cc1OC (stereo not given)	6.9	-4.8	-1.8	0.9	1.05	-10.9	1.11	-2.5	0.6
COc1ccc2c(-c3ccc(SC)cc3)c(-c3ccc(S(C)(=O)=O)cc3)sc2c1	12.2	-3.3	-3.3	-1.8	1.03	0.1	0.999	-4.5	-8.4
COCCN(CC(=O)NC1CCCCC1)C(=O)c1csnn1	6.8	1.6	1.0	2.0	0.984	8.6	0.914	-1.2	1.4
O=C(NC1CCN(Cc2ccccc2)CC1)c1ccc(Cn2c(=S)[nH]c3ccc(N4CCOCC4)cc3c2=O)cc1	4.8	-1.7	-5.6	-3.7	1.02	-10.5	1.1	-3.2	-31.3
CC1CCCCC1NC(=O)COC(=O)COc1ccc(Cl)cc1 (stereo not given)	13.3	21.0	0.0	0.1	0.79	-16.4	1.16	1.6	4.4
COCCn1c(-c2ccsc2)nc2c1c(=O)[nH]c(=O)n2CC(C)C	-1.0	5.7	2.5	-3.0	0.943	12.1	0.879	-7.2	-2.7
COc1ccc(CCNC(=O)CNC(=O)c2nn(-c3ccc(OC)c(OC)c3)c(=O)c3ccccc23)cc1OC	17.9	3.7	-0.4	-0.5	0.963	11.0	0.89	-6.1	0.4
CC(C)n1c(O)c(N=NC(=O)Cc2csc(N3CCOCC3)n2)c2ccccc21	23.8	7.8	0.8	-1.3	0.922	11.0	0.89	-7.3	1.9
Cc1cs/c(=N\N=C\c2cccc([N+](=O)[O-])c2)n1Cc1ccco1	10.4	13.2	1.2	-0.8	0.868	14.4	0.856	3.4	12.6
c1ccc(CCCN2CCOCC2)cc1	15.6	-4.6	-2.3	-2.1	1.05	-20.8	1.21	-3.4	0.7
O=C(CCN1C(=O)S/C(=C\c2ccc(F)cc2)C1=O)Nc1ccc(C(=O)O)c(O)c1	11.2	5.5	-2.3	-1.4	0.945	0.3	0.997	-0.4	3.6
CC1CCCC(C)N1C(=O)CSc1nnc(-c2ccco2)n1C (stereo not given)	24.6	-0.6	1.7	-4.7	1.01	5.0	0.95	-8.6	0.4
Cc1ccc(NC(=S)C2=C(O)c3ccccc3N(C)S2(=O)=O)cc1	1.7	-2.0	-3.2	-4.7	1.02	3.9	0.961	-0.6	-4.7
COc1cccc(Cn2cccc(NC(=O)Nc3ccccc3C)c2=O)c1	3.2	2.9	-3.5	-3.2	0.971	-0.1	1	-10.5	-0.5
O=C(NCC(=O)N(CC1CCCO1)C(C(=O)NC1CCCCC1)c1ccc(F)cc1)c1ccco1 (stereo not given)	3.5	-0.2	0.7	2.9	1	-3.3	1.03	-5.8	1.5
O=C(CNS(=O)(=O)N1CCOCC1)N/N=C/c1cccnc1	9.1	7.1	-0.9	3.6	0.929	-10.7	1.11	-5.8	2.0
COc1cc(/C=C(\C#N)c2nc3ccccc3n2C)cc(OC)c1O	10.4	27.3	-0.6	-14.7	0.727	10.0	0.9	-30.8	-24.3
COc1ccc(N2CC(C(=O)N[C@@H](C)C(=O)N[C@H](CO)c3ccccc3)CC2=O)cc1 (stereo not given in full)	-5.9	12.9	3.0	-4.5	0.871	3.0	0.97	-8.7	2.0
O=C(C1CCCCC1)N1CCC(c2nc3c(nnn3Cc3c(F)cccc3Cl)c(=O)[nH]2)CC1	3.2	9.5	1.7	4.7	0.905	-0.9	1.01	3.3	0.6
Cc1ccc(N(CC(=O)NC(C)c2ccccc2)S(=O)(=O)c2c(C)noc2C)cc1 (stereo not given)	7.7	-10.8	-1.7	0.6	1.11	-20.3	1.2	7.5	0.5
COc1ccc(-c2nc(CSCC(=O)N3CCc4ccccc43)c(C)o2)cc1OC	15.3	-7.4	2.9	4.0	1.07	-13.3	1.13	0.3	1.7
C/C(=N\NC(=O)c1ccc(C)cc1C)c1ccc2c(c1)Nc1ccccc1S2	15.3	5.8	-2.6	-6.0	0.942	1.5	0.985	-11.6	61.1*
CCN(CC)C(=O)Cn1cnc2sc(C(=O)N3CCN(c4ccc(F)cc4)CC3)c(C)c2c1=O	-7.7	2.1	-0.1	-3.7	0.979	-20.8	1.21	-9.9	1.6
Cc1cc(OC(C)C(=O)N(Cc2ccco2)C2CCS(=O)(=O)C2)cc(C)c1Cl (stereo not given)	5.1	0.0	8.1	2.5	1	11.7	0.883	-2.3	0.8
Cn1cc(C(=O)c2ccc(Cl)cc2Cl)cc1C(=O)O	6.9	2.6	-0.4	1.1	0.974	3.4	0.967	-2.3	1.7
CC(C)[C@H](NC(=O)c1ccco1)C(=O)OCC(=O)c1ccc(Br)s1	13.0	12.5	-2.0	-2.4	0.875	3.7	0.963	-7.5	2.8
CC1CC(C)CN(C(=O)C(C)N2CCN(S(=O)(=O)c3ccc(Br)s3)CC2)C1 (stereo not given)	18.0	-4.6	-1.0	0.9	1.05	-4.0	1.04	-4.7	0.3
O=C(CN1CCOCC1)Nc1ccccc1	4.1	7.3	-3.4	1.4	0.927	6.4	0.936	2.3	1.3
Cc1ccc(S(=O)(=O)Cc2csc(N)n2)cc1	-23.6	-0.3	0.1	-3.0	1	6.5	0.935	-3.7	-0.1
COc1ccccc1CNC(=O)CCCn1c(=O)c2ccccc2n(CC(=O)NC2CCCC2)c1=O	12.8	-1.9	0.4	-2.1	1.02	-8.9	1.09	-6.1	-0.1
N#Cc1ccc(C(=O)OCC(=O)NC2CCCC2)cc1	6.3	-2.7	3.8	-0.8	1.03	11.2	0.888	-6.6	1.7
O=C(Cc1ccccc1)c1ccccc1C(=O)N1CCCCC1	17.8	5.2	-0.8	0.6	0.948	-8.1	1.08	-7.2	0.6
CC(=O)N1c2ccc(S(=O)(=O)N3CCCC(C(=O)Nc4cccc(Cl)c4)C3)cc2CC1C (stereo not given)	0.1	-39.1	-2.5	-1.5	1.39	-9.7	1.1	-5.8	1.4
O=C(CCCC(=O)OCC(Cl)=C(Cl)Cl)Nc1ccc(F)cc1	-7.4	0.5	0.0	-3.4	0.995	14.7	0.853	-2.7	-0.9
CC1CCC(NC(=O)CNC(=O)c2ccc3ccccc3c2)CC1 (stereo not given)	17.6	-8.1	0.4	1.1	1.08	3.2	0.968	16.8	3.5
N#CCC(=O)Nc1ccc(C(=O)OCC(=O)NCc2ccc3c(c2)OCO3)cc1	15.3	5.7	3.4	3.0	0.943	8.3	0.917	-2.9	-14.8
